CCR6 antagonist: CCR6 (human) receptor antagonism. hit rate 0.49% among 340,000. CHO-K1 CCR6 PathHunter beta-arrestin, luminescence, CCL20-stimulated. P51684. inhibition, % at 20 µM;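 active = compounds whose inhibition of the agonist-driven luminescence signal at 20 µM reaches about 50%, limit read from the data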;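 also: cells stimulated with CCL20 at 14 nM final; plate controls were DMSO with CCL20 for no effect and DMSO without agonist for full effect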
Target sequence (P51684 whole entry, looked up): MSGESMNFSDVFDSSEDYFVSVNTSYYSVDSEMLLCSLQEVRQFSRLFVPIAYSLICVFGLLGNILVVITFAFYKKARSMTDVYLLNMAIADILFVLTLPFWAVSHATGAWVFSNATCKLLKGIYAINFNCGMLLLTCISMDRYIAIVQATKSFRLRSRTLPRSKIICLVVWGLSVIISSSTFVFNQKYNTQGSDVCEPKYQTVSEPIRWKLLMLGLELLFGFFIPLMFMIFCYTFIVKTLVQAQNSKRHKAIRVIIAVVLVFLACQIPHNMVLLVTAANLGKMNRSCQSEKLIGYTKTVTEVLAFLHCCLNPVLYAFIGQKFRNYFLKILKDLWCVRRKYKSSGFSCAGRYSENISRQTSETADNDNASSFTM
EBI2 block: EBI2 (human) antagonism | P32249 | EBI2 beta-arrestin recruitment, luminescence, 7a,25-OHC stimulated | inhibition, % at 5 µM | hit rate 0.81% among 360,000 | AID 651636; in the data active = inhibition above about 38%;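 also: enzyme fragment complementation signal reports receptor beta-arrestin coupling in cells; 0% = agonist plus DMSO wells and 100% = wells without agonist; some results beyond the cut were filed as inactive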
Jurkat NFkB inh: inhibitors of the PMA/ionomycin-induced NF-kB reporter in Jurkat cells; PMA/ionomycin-induced NF-kB luciferase reporter, luminescence; inhibition, % at 4 µM; hit rate 0.53% among 330,000; AID 435003; in the data active = inhibition above about 50%
UBC13 polyUb: human UBC13 polyubiquitination inhibition. P61088. UBC13 polyubiquitin chain formation, TR-FRET. inhibition, % at 20 µM. hit rate 0.47% among 330,000. AID 485273; in the data active = inhibition above about 45%, passing the limit was not always enough
Target sequence (P61088 whole entry, looked up): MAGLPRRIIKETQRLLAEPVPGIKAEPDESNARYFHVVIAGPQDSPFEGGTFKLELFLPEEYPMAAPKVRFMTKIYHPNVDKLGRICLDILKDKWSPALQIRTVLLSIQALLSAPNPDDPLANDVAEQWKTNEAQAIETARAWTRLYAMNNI
697 NFkB inh: inhibitors of the PMA/ionomycin-induced NF-kB reporter in 697 B cells; 697 B-cell NF-kB luciferase reporter, 16 h; inhibition, % at 4 µM; hit rate 0.33% among 330,000; in the data active = inhibition above about 35%
Gli-Sufu block: blocks Gli-Sufu signaling in a luciferase reporter | Sufu-KO-LIGHT fibroblasts, Gli luciferase reporter luminescence | inhibition, % at 5 µM | hit rate 0.74% among 340,000 | AID 588413;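 active = inhibition above about 55%, limit read from the data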;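 also: 0% = DMSO-treated cells and 100% = wells with medium but no cells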
CXCR6 block: blocks human CXCR6 beta-arrestin recruitment; O00574; CHO-K1 PathHunter CXCR6 beta-arrestin, luminescence; inhibition, % at 20 µM; hit rate 0.36% among 360,000; AID 602244; in the data active = inhibition above about 34%, passing the limit was not always enough;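 also: antagonist mode with CXCL16 agonist at 10 nM final; 0% = 10 nM CXCL16 with DMSO and 100% = unstimulated wells without agonist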
APJ antagonist: blocks the human apelin receptor APJ | P35414 | CHO-K1 APJ beta-arrestin complementation, luminescence | inhibition, % at 20 µM | hit rate 0.32% among 330,000;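 active = inhibition above about 40% at 20 µM, limit read from the data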;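 also: cells challenged with 10 nM apelin-13 agonist together with compound; plate controls were apelin-13 plus DMSO wells for no effect and DMSO wells lacking apelin-13 for full effect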
Target sequence (P35414 whole entry, looked up): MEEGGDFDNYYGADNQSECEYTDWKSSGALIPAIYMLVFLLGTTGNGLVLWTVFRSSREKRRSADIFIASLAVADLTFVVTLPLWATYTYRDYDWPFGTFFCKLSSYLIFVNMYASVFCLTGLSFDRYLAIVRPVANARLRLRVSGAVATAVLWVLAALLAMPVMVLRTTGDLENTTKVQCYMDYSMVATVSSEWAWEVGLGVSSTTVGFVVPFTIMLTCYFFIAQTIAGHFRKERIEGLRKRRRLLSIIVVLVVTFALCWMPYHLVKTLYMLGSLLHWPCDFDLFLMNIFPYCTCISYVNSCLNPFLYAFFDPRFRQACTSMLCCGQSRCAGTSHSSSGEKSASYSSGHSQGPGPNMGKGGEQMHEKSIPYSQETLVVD
* marks the source's active call; other numbers are inactive results; / = not tested or not shown.

SMILES | CCR6 antagonist | EBI2 block | Jurkat NFkB inh | UBC13 polyUb | 697 NFkB inh | Gli-Sufu block | CXCR6 block | APJ antagonist
NC(=S)N/N=C/c1cccc(Br)c1 | -5 | -9 | -6 | -5 | 29 | 7 | 4 | -20
COc1cc(S(=O)(=O)n2cnc(C)c2)ccc1Cl | -10 | -19 | -5 | 2 | 2 | -4 | -8 | -2
COc1ccc(NS(=O)(=O)c2ccc(N/N=C(\C)c3ccncc3)c([N+](=O)[O-])c2)cc1 | 36 | 35 | 27 | -35 | -69 | 66* | 9 | -13
Cc1c(NC(=O)c2nn3c(c2Br)NC(c2ccccc2)CC3C(F)(F)F)c(=O)n(-c2ccccc2)n1C (centres undefined) | 2 | 3 | -4 | -5 | -19 | 4 | 6 | -10
C[C@H](CO)N1C[C@H](C)[C@@H](CN(C)S(=O)(=O)c2cccs2)Oc2c(NS(=O)(=O)c3cn(C)cn3)cccc2C1=O | -2 | 1 | 1 | -3 | 17 | 27 | 0 | 6
CCOc1ccc(CN2CCC(=O)NC2=O)cc1 | 6 | 4 | -1 | 3 | 23 | -2 | -12 | 6
CSc1nc(-c2ccccc2)nn1C(=O)c1ccccc1 | -11 | -3 | -17 | 6 | -4 | -2 | 0 | -2
Cc1cc(C(=O)c2cnc(/N=C/N(C)C)s2)cc(C)c1O | 11 | 0 | -18 | -25 | -12 | 6 | 4 | -11
CCC(C)C(=O)Nn1c(C2CC2)nc2cc(OC)c(OC)cc2c1=O (centres undefined) | 3 | 0 | 6 | 17 | 6 | -3 | -4 | 17
COc1ccc(N2C(=O)CN(Cc3cc(OC)c(OC)c(OC)c3)C2=S)cc1 | 2 | 2 | -12 | -15 | -23 | 8 | -2 | 9
C=CCn1c(SCC(=O)Nc2ccc3c(c2)OCO3)nc2ccccc2c1=O | 1 | 0 | -9 | 17 | -31 | -4 | 4 | 17
COc1cc(S(=O)(=O)NCc2ccccc2Cl)ccc1-n1cnnn1 | 5 | 6 | 4 | 1 | 3 | 1 | -2 | 8
COC(=O)c1cccnc1-n1c(=O)c2cccnc2n(Cc2ccc([N+](=O)[O-])cc2)c1=O | -6 | 4 | 2 | 7 | -8 | 8 | 2 | -7
COC(=O)C1ON2OC(C(=O)OC)C(C(=O)OC)C2C1CC(C)=O (centres undefined) | -10 | -35 | 10 | 0 | -8 | -7 | -1 | 13
Cc1ccc(N(CC(=O)NCC(O)c2ccccc2)S(=O)(=O)c2ccc(C)cc2)cc1 (centres undefined) | 7 | -2 | -19 | -2 | -15 | -6 | -7 | -4
CCCCn1c(N)nc2ccccc21 | 11 | -13 | -4 | 9 | 8 | 6 | -3 | -12
CCOc1ccc(/C=N/NC(=O)c2ccc(F)cc2)cc1CN1CC2CC(C1)c1cccc(=O)n1C2 (centres undefined) | 4 | 18 | 2 | -3 | 17 | 4 | 6 | 1
O=C(NNS(=O)(=O)c1ccc(F)cc1)c1ccccc1 | -8 | -10 | -5 | -2 | 2 | -25 | -17 | 8
CN(c1ccccc1)S(=O)(=O)c1ccc(C(=O)NNC(=O)c2ccccc2F)cc1 | 19 | 6 | 8 | 6 | 20 | -3 | 0 | -7
CCN1CCN(Cc2ccccc2NC(=O)Nc2ccc(C)cc2)CC1 | 29 | -4 | -91 | 6 | -25 | -7 | -2 | 7
CN(Cc1ccccc1)C(=S)Nc1cccnc1 | -10 | -10 | 3 | 14 | 2 | -6 | 1 | 2
O=C(Nc1ccc(N2CCCC2)cc1)c1cc2ccccc2o1 | 7 | -2 | -80 | -8 | -78 | -28 | -1 | -15
CN(CC(=O)Nc1ccc(OC(F)(F)F)cc1)C(=O)Cc1cccs1 | 4 | 4 | 9 | -6 | 3 | -5 | 0 | 0
CNC(=O)CCn1nc(-c2ccc(C)cc2)c2ccccc2c1=O | 7 | -10 | 7 | 3 | 4 | -26 | 2 | 25
COc1ccc(CCNC(=O)C2CCC(=O)N2S(=O)(=O)c2ccc(C)cc2)cc1 (centres undefined) | 5 | -9 | -1 | 0 | 10 | -3 | 2 | 28
CCOC(=O)C1CCCN(C(=S)Nc2cc(C)cc(C)c2)C1 (centres undefined) | 3 | -3 | 11 | 4 | -5 | 13 | 4 | 11
Cc1cccc(N2CCN(C(=O)CN3C(=O)NC(C)(C4CC4)C3=O)CC2)c1C (centres undefined) | 1 | 3 | -4 | -1 | -13 | -8 | 5 | -31
Cc1cccc(N(C(=O)c2snc(C(N)=O)c2N)C(C(=O)NC2CCCC2)c2ccc(C)o2)c1 (centres undefined) | -5 | 51* | -10 | 55* | -3 | 29 | 2 | 8
O=C(COc1cc(Cl)c(Cl)cc1Cl)NC(=O)Nc1ccc2c(c1)OCCO2 | -4 | -2 | -33 | 13 | -36 | -6 | 0 | 8
COC(=O)c1sccc1NC(=S)Nc1ccc(F)cc1 | -23 | -8 | 13 | 37 | -22 | / | -4 | 4
Cc1ccc2oc(=O)c(-c3ccc(O)cc3)c(C)c2c1 | -3 | 7 | 11 | -8 | -23 | -19 | -13 | 6
Cc1nc2nc(SCC(=O)c3ccccc3)[nH]c2cc1Br | 8 | 5 | -7 | 1 | -6 | -13 | -5 | 7
Cn1c(=S)[nH]c2c(c1=O)C(C)(C)Cc1ccccc1-2 | 12 | 3 | / | / | / | 4 | 0 | /
COc1nccnc1NS(=O)(=O)c1ccc(NC(=S)NC(=O)c2ccccc2F)cc1 | 32 | -8 | -16 | -22 | -7 | 4 | 19 | 12
O=C(C1CCC1)N1CCN(S(=O)(=O)c2cccc(F)c2)CC1 | -1 | -3 | 8 | 0 | 15 | -10 | -5 | -5
FC(F)(F)c1cnc(Oc2ccc(-c3nnco3)cc2)c(Cl)c1 | 13 | -6 | -4 | 8 | 8 | -1 | -4 | 1
Cc1ccc(CNC(=O)CCCn2c(=O)c3ccccc3n(CC(=O)NCc3ccco3)c2=O)cc1 | 10 | 4 | -11 | 10 | 13 | 3 | -1 | 16
COC(=O)c1cc2c(cc1NC(=O)CSCCc1ccccn1)OCO2 | 4 | 3 | -22 | -2 | -27 | -23 | 0 | 11
O=[N+]([O-])c1ccccc1S(=O)(=O)N1CCN(C2CCN(Cc3ccccc3)CC2)CC1 | 2 | 3 | 2 | 4 | 12 | -4 | -4 | 12
O=[N+]([O-])c1ccc(Cl)cc1N1CCCCC1 | 19 | -2 | 3 | -2 | 8 | -7 | 0 | 2
COc1cccc(C(=O)COc2ccc3c(C)c(Cc4ccccc4)c(=O)oc3c2)c1 | 13 | -3 | 18 | 6 | 11 | 2 | -4 | 26
COc1ccc(COC(=O)C2=C(C)NC(=O)NC2c2ccc(OC)cc2)cc1 (centres undefined) | 14 | 2 | -6 | -11 | -19 | -5 | 8 | -4
O=C(Nc1ccc(F)cc1)N(Cc1ccco1)Cc1cc2cc3c(cc2[nH]c1=O)OCO3 | 7 | 8 | 21 | 3 | 14 | -4 | -2 | -1
Cc1cc(NC(=O)c2cc(-c3ccc(C)c(C)c3)nc3ccccc23)no1 | 18 | 9 | -1 | 4 | -18 | -9 | 8 | 2
CCOC(=O)C(=O)N(Nc1ccccc1C)c1ccccc1C | 18 | 4 | 16 | 0 | 10 | -5 | 7 | 10
Cc1cc(N2CCCCC2)ccc1[N+](=O)[O-] | 4 | -1 | -3 | -22 | 14 | -3 | 12 | 8
Cc1c(C(N)=O)c(N)c(C(=O)c2ccccc2)n1-c1ccccc1 | 2 | 2 | 10 | 19 | 7 | 5 | 0 | 10
CCc1nnc(NC(=O)CSc2ccc(-c3ccc(C)cc3)nn2)s1 | -4 | 5 | -32 | 6 | -5 | -16 | -10 | -6
CC1(C)Cn2c(nnc2-c2cccc(O)c2)S1 | -9 | -7 | -12 | 0 | -9 | -4 | 7 | 11
Cc1ccc(CNC(=O)CCCc2cn(C)c3ccccc23)cc1 | 2 | 19 | -3 | 4 | 1 | 13 | 7 | -13
CN(c1ccccc1C(=O)Nc1ccc(S(=O)(=O)N2CCOCC2)cc1)S(=O)(=O)c1ccccc1 | -7 | -5 | 6 | 1 | 5 | 5 | -5 | -8
O=[N+]([O-])c1nn(-c2ccccc2)[n+]([O-])c1N1CCN(c2ccccc2)CC1 | -26 | 6 | 10 | 8 | 18 | 9 | -10 | -42
CCn1c(=S)[nH]c2cc(C(=O)OC)ccc2c1=O | 6 | -12 | 3 | -6 | -25 | 16 | 6 | 13
COc1ccc(C2C=C(Nc3ccccc3)C(=O)N2c2ccccc2)cc1OC (centres undefined) | 4 | -1 | -35 | -9 | -93 | 3 | 0 | 19
CCSCc1nc(N)nc(NCCc2ccccc2)n1 | 3 | -4 | 16 | 8 | 2 | 1 | 3 | 14
Nc1nonc1NC(=O)CSc1nc2ccccc2s1 | -4 | -5 | 3 | 3 | 3 | -1 | 1 | -18
COCCNC(=S)Nc1ccc2[nH]c(=O)[nH]c2c1 | -8 | -4 | 7 | -16 | 13 | 10 | 7 | -7
CC1CN/C(=C\C(=O)c2ccc(Cl)cc2)C(=O)N1 (centres undefined) | 20 | 10 | -151 | -16 | -252 | -113 | -3 | -9
COc1cc(F)ccc1S(=O)(=O)NCc1cccnc1 | 15 | 2 | 4 | -9 | -14 | 39 | -1 | -25
Cc1cc(C)c(S(=O)(=O)NCc2cccnc2)c(C)c1 | 7 | -9 | -29 | 4 | -12 | -3 | 10 | 10

Reprinted from the part before: four entries, then new ones.
SMILES | CCR6 antagonist | EBI2 block | Jurkat NFkB inh | UBC13 polyUb | 697 NFkB inh | Gli-Sufu block | CXCR6 block | APJ antagonist
COCCNC(=S)Nc1ccc2[nH]c(=O)[nH]c2c1 | -8 | -4 | 7 | -16 | 13 | 10 | 7 | -7
CC1CN/C(=C\C(=O)c2ccc(Cl)cc2)C(=O)N1 (centres undefined) | 20 | 10 | -151 | -16 | -252 | -113 | -3 | -9
COc1cc(F)ccc1S(=O)(=O)NCc1cccnc1 | 15 | 2 | 4 | -9 | -14 | 39 | -1 | -25
Cc1cc(C)c(S(=O)(=O)NCc2cccnc2)c(C)c1 | 7 | -9 | -29 | 4 | -12 | -3 | 10 | 10
CCCC(=O)Nc1ccccc1-c1nnn(CC(=O)Nc2ccc(OC)cc2)n1 | -11 | 5 | 10 | -1 | -10 | 2 | -6 | -14
O=c1[nH]c(C2CCN(S(=O)(=O)c3ccc(S(=O)(=O)NC4CC4)cc3)CC2)nc2c1nnn2Cc1ccccc1 | 3 | -8 | 13 | 1 | 12 | 21 | -1 | 20
CCOc1ccc2c(c1)C(c1ccc(C)o1)=NNC(c1ccncc1)=N2 | 15 | 11 | -20 | -19 | -6 | 3 | 2 | 5
COC(=O)CNc1cc(S(=O)(=O)N2CCCCC2)ccc1Oc1ccc(C(=O)OC)cc1 | 20 | 14 | -12 | -3 | 9 | -23 | -1 | -27
O=C(CC1(CC(=O)N2CCOCC2)CCCC1)Nc1ccccc1 | 7 | -5 | -8 | 3 | -6 | 8 | -1 | 16
Cc1ccc(SCCNC(=O)c2ccccc2)cc1 | 3 | 9 | -6 | 7 | 9 | -4 | -1 | 10
O=C(c1ccccc1)N1CCN(C(=O)C23CC4CC(CC(C4)C2)C3)CC1 | 18 | 5 | -8 | -3 | -18 | 9 | -4 | -10
CC(=O)N1CCc2cc(S(=O)(=O)CCC(=O)Nc3cc(C)cc(C)c3)ccc21 | 4 | -6 | -5 | -12 | -5 | -32 | 5 | 13
COCC(C)n1c(SCc2ccc(C(=O)OC)cc2)nc2ccccc2c1=O (centres undefined) | 14 | 12 | 8 | -1 | 7 | 3 | 0 | 13
COc1ccccc1C(CNC(=O)c1cccc(S(=O)(=O)Nc2ccc(F)cc2)c1)N(C)C (centres undefined) | -5 | 3 | -8 | 13 | 0 | 3 | -1 | 8
Cc1ccc(Nc2ccc([N+](=O)[O-])nc2[N+](=O)[O-])cc1 | 6 | -10 | 9 | -38 | 7 | 2 | -8 | -18
CCN(CC)S(=O)(=O)c1ccc2[nH]c(=O)c3ccccc3c2c1 | 4 | 23 | -9 | 3 | -2 | / | -8 | 7

EBI2 block, hit marks shown above.
compound | CCR6 antagonist | EBI2 block | Jurkat NFkB inh | UBC13 polyUb | 697 NFkB inh | CXCR6 block | APJ antagonist
Cc1cccc(N(C(=O)c2snc(C(N)=O)c2N)C(C(=O)NC2CCCC2)c2ccc(C)o2)c1 (centres undefined) | -5 | 51* | -10 | 55* | -3 | 2 | 8
